D2 PAM – HTS Assay for Positive Allosteric Modulators of the Human D2 Dopamine Receptor: Primary Screen for Potentiators. potentiation, % at 10 µM. 340,000 compounds, 0.34% hits. D(2) dopamine receptor (Homo sapiens), P14416. HEK293 T-REx D2, calcium flux, EC20 dopamine potentiation;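 active = potentiation over 3 SD above the plate norm, cut at about 30% in these data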; also: 0% is about no effect
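Tetracycline-induced Hek293 Trex D2 cells, force-coupled to calcium, loaded with no-wash calcium dye. Compound added with 180 s kinetic read for agonism, then EC20 dopamine and a further 180 s read for potentiation.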
Vif-APOBEC3G blk – qHTS for Inhibitors of Vif-A3G Interactions: qHTS | HeLa A3G-eYFP + Vif (tagged APOBEC3G with the HIV-1 protein that degrades it), YFP fluorescence, overnight | Potency, µM (doses to about 46.1 µM), for the others: at the top dose activity, negative = active, actives largely listed as inhibitors | 410,000 compounds, 0.076% hits;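 also: potency is read from the fitted curve at half-maximal effect; % is scaled to controls: 0 for no effect and ±100 for the full control effect; nearly all actives have a fitted effect of over 60% in size; hits raise eYFP signal because A3G escapes Vif-driven loss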
Target sequence (Q9HC16 whole entry, looked up): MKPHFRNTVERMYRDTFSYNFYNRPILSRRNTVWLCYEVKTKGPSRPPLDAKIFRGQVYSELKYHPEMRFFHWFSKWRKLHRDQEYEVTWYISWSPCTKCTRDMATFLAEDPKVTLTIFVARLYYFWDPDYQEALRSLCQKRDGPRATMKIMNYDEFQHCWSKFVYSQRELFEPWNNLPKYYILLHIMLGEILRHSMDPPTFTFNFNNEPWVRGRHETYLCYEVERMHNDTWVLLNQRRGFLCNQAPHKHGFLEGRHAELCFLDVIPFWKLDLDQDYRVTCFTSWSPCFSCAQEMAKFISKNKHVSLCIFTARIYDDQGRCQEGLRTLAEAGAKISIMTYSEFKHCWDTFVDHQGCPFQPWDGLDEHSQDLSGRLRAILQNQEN
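HeLa cells stably expressing Vif and C-terminally eYFP-tagged A3G, seeded overnight at 37 deg C, then exposed to compound by pintool overnight at 37 deg C. Rise in yellow fluorescence (Ex 488/Em 500-530, Acumen) marks blocked Vif-driven A3G degradation.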
D1 antagonist – Antagonist of Human D 1 Dopamine Receptor: qHTS. activity change, negative = inhibition, % at 10 µM. D(1A) dopamine receptor (Homo sapiens), P21728. HEK293 TREx D1 cells, calcium flux, dopamine EC80; stronger effect = lower value. 360,000 compounds, 3.2% hits; in the data active = activity change below about -30%; also: % is scaled to controls: 0 for no effect and ±100 for the full control effect
Target sequence (P21728 whole entry, looked up): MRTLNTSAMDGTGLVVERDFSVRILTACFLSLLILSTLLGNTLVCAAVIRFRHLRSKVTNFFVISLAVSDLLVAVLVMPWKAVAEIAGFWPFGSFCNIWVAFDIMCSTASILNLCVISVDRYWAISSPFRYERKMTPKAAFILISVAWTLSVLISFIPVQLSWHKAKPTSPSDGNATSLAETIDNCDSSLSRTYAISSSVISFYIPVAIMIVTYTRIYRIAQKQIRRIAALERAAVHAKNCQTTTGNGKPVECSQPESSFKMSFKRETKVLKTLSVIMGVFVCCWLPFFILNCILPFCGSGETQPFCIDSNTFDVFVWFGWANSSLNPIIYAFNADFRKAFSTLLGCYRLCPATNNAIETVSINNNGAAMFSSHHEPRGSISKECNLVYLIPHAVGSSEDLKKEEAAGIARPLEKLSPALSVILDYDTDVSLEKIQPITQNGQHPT
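Using tetracycline-induced force-coupled D1 Hek293 cells and a calcium dye, signals were followed for 180 s after compound, then for 180 s after EC80 dopamine, to detect inhibitors.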
LDHA block – qHTS assay for inhibitors of human lactate dehydrogenase; purified LDHA, NADH/diaphorase-resazurin fluorescence; stronger effect = lower value; activity change, % (values are at about 110 or 230 µM); 480,000 compounds, 0.15% hits; AID 1347041, 2019; in the data active = activity change below about -30%; inconclusive = mostly about -25% to -30%;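 also: plate controls were DMSO wells for no effect and wells without enzyme for full effect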
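LDH5 2 nM; NADH 0.06 mM, pyruvate 0.2 mM; 200 mM Tris pH 7.4, EDTA, Tween-20; 5 min RT. Detection: diaphorase 0.133 mg/mL + resazurin 37 µM, fluorescence ex540/em590 at 0 and 20 min; normalized to enzyme-free and DMSO wells.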
Vif-A3F inh – qHTS for Inhibitors of Vif-A3F Interactions: qHTS; 390,000 compounds, 0.2% hits; AID 602313, 2012; HeLa A3F-eYFP + Vif (tagged APOBEC3F with the HIV-1 protein that degrades it), YFP fluorescence increase; Potency, µM (doses to about 46.1 µM), inactives show top-dose activity, negative = active; also: potency is read from the fitted curve at half-maximal effect; % of control where 0% means no effect; nearly all actives have a fitted effect of over 65% in size
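Fluorescence increase (Ex 488/Em 500-530) after overnight compound treatment at 37 deg C flags inhibition of Vif-driven A3F-eYFP loss in stable HeLa A3F-eYFP/Vif cells seeded overnight beforehand.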
D1 agonist – Allosteric Agonists of the Human D1 Dopamine Receptor: qHTS; D(1A) dopamine receptor (Homo sapiens), P21728; HEK293 T-REx D1 cells, calcium flux, agonist mode; activation, % at 2 µM; 360,000 compounds, 1% hits; in the data active = activation above about 30%; also: 0% is about no effect
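Agonism was scored from calcium flux recorded over 180 s (1 read/s) after pintool compound addition, following a 10-cycle baseline. Cells were inducible force-coupled HEK293 TREx D1, plated overnight at 30 C and loaded with no-wash calcium dye.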
RXFP1 ag – qHTS Assay for Agonists of the Relaxin Receptor RXFP1. Relaxin receptor 1 (Homo sapiens), Q9HBX9. HEK293T-RXFP1 cAMP TR-FRET, 30 min; response scale: percent of porcine relaxin response, buffer zero. Potency, µM (titrated, usually from 57.5 µM), inactives show at the highest dose activation, hits mostly activators. 370,000 compounds, 0.3% hits; also: potency is read from the fitted curve at half-maximal effect; % is scaled to controls: 0 for no effect and ±100 for the full control effect; nearly all actives have a fitted effect of over 60% in size; many of its hits are not listed in these tables
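HEK293T cells stably expressing RXFP1 were pretreated with the PDE4 inhibitor Ro 20174, exposed to compounds for 30 min at 37C, lysed, and cAMP was read by TR-FRET. Data normalized to buffer (basal) and 29 nM porcine relaxin (100%).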
D1 PAM – Potentiators of Human D1 Dopamine Receptor: qHTS. D(1A) dopamine receptor (Homo sapiens), P21728. 360,000 compounds, 0.036% hits. HEK293 TREx D1 cells, calcium flux, dopamine EC20 potentiation. AID 504651, 2011. potentiation, % at 10 µM; in the data active = potentiation above about 30%; also: 0% is about no effect
GRP78 ERSR act – qHTS for Inducers of the Endoplasmic Reticulum Stress Response (ERSR) in Human Glioma: qHTS. U87-MG GRP78 promoter luciferase reporter, 16 h. 420,000 compounds, 0.02% hits. Potency, µM, for inactives: at the highest dose activation, usual class: activators. AID 602332, 2012; also: potency is read from the fitted curve at half-maximal effect; series mostly up to about 76 µM; % of control where 0% means no effect; nearly all actives have a fitted effect of over 35% in size
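ERSR induction read as luciferase luminescence (Bright-Glo, 10 min at room temperature) in stably transfected human U87-MG glioma cells exposed to compounds for 16 h, using GRP78 as sensor.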
* hit, by the source's call; ? = inconclusive; nt = no result given; & = joins results of further samples. Unless noted, calls follow the shape of the dose curve; as a rule, active = well fitted curve in the direction sought with a large enough effect; inconclusive = small, poorly fitted or top-dose-only effect, or another doubt; inactive = no such curve, though single readings can be large; an effect the other way counts as inactive or inconclusive. Only part of the results is shown (hit frequency here may not be typical).

SMILES	D2 PAM	Vif-APOBEC3G blk	D1 antagonist	LDHA block	Vif-A3F inh	D1 agonist	RXFP1 ag	D1 PAM	GRP78 ERSR act
CC(Oc1ccc(Br)cc1)C(=O)NCC(c1ccco1)N1CCCCC1 (stereo not drawn)	-9	-1%	-20	-5	1%	0	-0.5%	-3	-1%
O=C(CSc1nnc(-c2ccncc2)n1-c1ccc(Cl)cc1)Nc1ccc(C(=O)O)cc1	nt	2%	2	-1	10%	2	3.3%	-2	-1%
CN(C)CCNC(=O)Cn1ccc2cc(S(=O)(=O)N3CCCCCC3)ccc21	-6	-3%&4%	5&-6	-3&-4	-6%&-4%	2&3	0.1%&-0.8%	-8&1	0%&-5%
Cc1cc(C(=O)NCC(=O)Nc2c(C)cccc2C)c2ccccc2n1	5	2%	-18	-13	0%	1	1.8%	nt	-2%
Cc1ccc(C)c(-n2nnnc2SCC(=O)c2ccc3c(c2)NC(=O)CO3)c1	nt	-4%	-8	-12	-3%	1	3.8%	-4	-6%
O=C(CSc1ccccc1)NCCCc1ccccc1	-10	0%	3	-3	-2%	1	0.7%	-7	8%
CCOc1cc(CNC(=O)CN2C(=O)c3ccccc3S2(=O)=O)ccc1OC	8	-3%	-4	1	-11%	3	0.7%	-4	0%
O=C(CNS(=O)(=O)c1ccccc1)OCC(=O)c1ccc(F)cc1	36*	0%	4	4	-5%	2	-0.1%	-2	-4%
Cc1cccn2c(=O)c(/C=C(\C#N)C(=O)NCc3ccccc3)c(N3CCC(C(N)=O)CC3)nc12	0	0%	2	-9	5%	2	7.7%	0	-1%
CCCCN(C(=O)COC(=O)c1ccc(C)s1)c1c(N)n(CCC)c(=O)[nH]c1=O	nt	2%	nt	-4	1%	nt	nt	nt	-3%
Cc1cc(NC(=O)c2cnccn2)no1	2	nt	-1	nt	nt	3	1.8%	0	nt
CCCCCn1c(=O)[nH]c2cc(C(=O)NCc3ccccc3)ccc2c1=O	-4	0%	10	-15	-4%	1	15%	0	-3%
CCC(=O)Nc1ccc(C(=O)Cn2nc(C(=O)O)c3ccccc3c2=O)cc1	4	nt	-11	nt	nt	0	2.0%	3	nt
COc1ccc(NC(=O)CCNC(=O)C2CCN(S(=O)(=O)c3ccc(OC)cc3)CC2)cc1	-3	-8%	3	-4	-6%	1	-2.7%	0	-2%
CCc1nc2ccccc2c(C(=O)OCc2nc3ccccc3c(=O)[nH]2)c1C	nt	?	nt	-6	8%	nt	nt	nt	-2%
CC(C)(C)c1ccc(C(=O)N/C(N)=N/c2nc3ccccc3o2)cc1	1	-1%	19	-14&2	11%	1	1.3%	-1	3%
CC1C=CCC2C(=O)N(c3cccc(C(=O)Nc4ccc(F)cc4)c3)C(=O)C12 (stereo not drawn)	3	2%	2	-9	4%	4	1.0%	6	1%
CN1C2CCC1CC(N(CCc1ccccc1)C(=O)c1ccc(Cl)cc1)C2 (stereo not drawn)	1	0%	6	-3	?	13	1.1%	-9	2%
CCCNC(=O)CCc1c(C)nc2c(c(C)nn2-c2ccccc2)c1C	-2	1%	-2	-3	6%	2	4.6%	-7	-1%
O=C(CO/N=C/c1ccc(OC(F)F)cc1)NC1CCCC1	11	13%	nt	-6	-12%	0	2.0%	-6	-2%

The list goes on:
SMILES	D2 PAM	Vif-APOBEC3G blk	D1 antagonist	LDHA block	Vif-A3F inh	D1 agonist	RXFP1 ag	D1 PAM	GRP78 ERSR act
COC(=O)c1c(C)nc2nonc2c1N	3	1%	-5	-2	0%	0	12%	-4	-1%
COc1ccccc1C(=O)NC(CCSC)C(=O)N1CCN(C(C)=O)CC1 (stereo not drawn)	5	2%	-23	-2	7%	0	1.4%	-10	-3%
CCOC(=O)/C(C#N)=C/C1=C(N2CCOCC2)C(C)(C)OCC1	8	0%	7	-4	-3%	1	-0.2%	-5	-4%
C(=NNc1nnn(Cc2ccccc2)n1)c1ccccc1	nt	?	nt	-7	-13%	nt	nt	nt	-3%
COC(=O)CCCCCNc1ccc(C(=O)OC)cc1N	-34	0%	-5	8	4%	-3	-0.3%	-4	-4%
O=C(Cc1ccc(F)cc1)Nc1ccccc1N1CCCC1	8	-12%	15	2	2%	5	3.0%	7	-5%
COc1cnc(N(C)C)nc1Sc1ccc(Cl)cc1	2	0%	-3	-2	5%	1	2.0%	-2	-3%
C=CCNC(=S)Nc1ccc2cn[nH]c2c1	6	0%	-6	11	3%	1	-0.3%	2	-3%
Cc1ccc(CSc2nnc(CC(=O)Nc3ccc(C)cc3)n2C)cc1	10	2%	12	0	-8%	-3	-1.3%	0	-4%
CSCC[C@H](NC(=O)OC(C)(C)C)C(=O)N/N=C/c1cccc2nccnc12	1	0%	-13	-3	-3%	0	4.2%	-3	-4%
CC(C)CC(NC(=O)OC(C)(C)C)C(=O)O (stereo not drawn)	-1	-1%	11	3&-3	0%	2	1.5%	-6	1%
O=C(NC1CCCCCC1)C1CCN(S(=O)(=O)N2CCC3(CC2)OCCO3)CC1	-6	-2%	-2	-12	-7%	4	2.9%	-10	-2%
Cc1ccc(NC(=O)N2CCCC(c3nc(-c4ccc(F)cc4)no3)C2)cc1 (stereo not drawn)	-9	4%	-22	-1	1%	0	-2.2%	-4	4%
Cc1csc(-c2cnn(-c3ccccc3)c2NC(=O)c2cccc(F)c2)n1	-11	-1%	-2	-4	-2%	1	0.1%	-8	2%
COc1ccc(N2CCN(C(=O)c3cc4c(-c5ccc(Cl)cc5)nn(C)c4s3)CC2)cc1	16	-5%	2	2	-2%	0	0.5%	-2	-2%
COc1ccc(CNC(=O)c2cc(C3CC3)nc3c2cnn3C(C)C)cc1	-22	-15%	-5	-1	-15%	1	-0.3%	-3	0%
CC(=O)Nc1nonc1-c1nnc(SCc2ccc(F)cc2)n1C	-8	-4%	2	-1	4%	-1	-3.3%	0	-1%
COc1ccc(Cc2nnc(N)s2)cc1OC	10	-7%	3	5	-2%	1	-0.1%	-9	-2%
CCC1Oc2ccc(C)cc2N(CC(=O)NCc2ccc(OC)cc2)C1=O (stereo not drawn)	17	-1%	-14	-6	-1%	3	6.8%	1	1%
O=C(/C=C/c1ccccc1Cl)NCc1cccs1	-6	-7%	-5	-10	10%	4	-0.7%	-6	10%

Additional compounds follow:
SMILES	D2 PAM	Vif-APOBEC3G blk	D1 antagonist	LDHA block	Vif-A3F inh	D1 agonist	RXFP1 ag	D1 PAM	GRP78 ERSR act
Cc1cc(OC(C)C(=O)NCC(O)c2ccccc2)c2c(C)c(C)c(=O)oc2c1 (stereo not drawn)	-5	-4%	10	2	4%	1	0.3%	6	3%
CCc1ccccc1NC(=O)c1cc(S(=O)(=O)NCCc2ccc(OC)c(OC)c2)ccc1F	-8	0%	-2	3	1%	-2	5.2%	-2	-2%
COc1ccc(CNC(=O)C2CCN(S(=O)(=O)N3CCC(C)CC3)CC2)c(OC)c1	-2	3%&-3%	-7	-4&-19	-5%&0%	-4	0.2%	1	-2%&-5%
CCOc1ccc(-n2ccnc2SCC(=O)Nc2nc3ccc(C)cc3s2)cc1	2	3%	17	-8	-13%	0	8.0%	-1	-3%
COc1cccc(NC(=O)c2c(C)nn(-c3ccccc3)c2Cl)c1	-1	-19%	29	-1	-3%	6	3.8%	9	1%
CCc1ccc(C(=O)NC2=NC(c3ccccc3F)CC(=O)N2)cc1 (stereo not drawn)	-5	-2%	-17	4	4%	3	7.2%	-1	-4%
CN1CCN(C(=O)C2=C[C@H](C(C)(C)C)C[C@H](OCCCCO)O2)CC1	0	2%	-20	0	-3%	-4	1.0%	1	-2%
Cc1ccc(N2CC(C(=O)Oc3cccc(N4C(=O)CCC4=O)c3)CC2=O)cc1 (stereo not drawn)	-6	-6%	9	-11	-3%	-3	2.4%	2	-3%

Exported with values under each structure: nine of the compounds above
Values run as follows: D2 PAM, Vif-APOBEC3G blk, D1 antagonist, LDHA block, Vif-A3F inh, D1 agonist, RXFP1 ag, D1 PAM, GRP78 ERSR act
CC(=O)Nc1nonc1-c1nnc(SCc2ccc(F)cc2)n1C
 : -8, -4%, 2, -1, 4%, -1, -3.3%, 0, -1%
COc1ccc(Cc2nnc(N)s2)cc1OC
 : 10, -7%, 3, 5, -2%, 1, -0.1%, -9, -2%
CCC1Oc2ccc(C)cc2N(CC(=O)NCc2ccc(OC)cc2)C1=O (stereo not drawn)
 : 17, -1%, -14, -6, -1%, 3, 6.8%, 1, 1%
O=C(/C=C/c1ccccc1Cl)NCc1cccs1
 : -6, -7%, -5, -10, 10%, 4, -0.7%, -6, 10%
Cc1cc(OC(C)C(=O)NCC(O)c2ccccc2)c2c(C)c(C)c(=O)oc2c1 (stereo not drawn)
 : -5, -4%, 10, 2, 4%, 1, 0.3%, 6, 3%
CCc1ccccc1NC(=O)c1cc(S(=O)(=O)NCCc2ccc(OC)c(OC)c2)ccc1F
 : -8, 0%, -2, 3, 1%, -2, 5.2%, -2, -2%
COc1ccc(CNC(=O)C2CCN(S(=O)(=O)N3CCC(C)CC3)CC2)c(OC)c1
 : -2, 3%&-3%, -7, -4&-19, -5%&0%, -4, 0.2%, 1, -2%&-5%
CCOc1ccc(-n2ccnc2SCC(=O)Nc2nc3ccc(C)cc3s2)cc1
 : 2, 3%, 17, -8, -13%, 0, 8.0%, -1, -3%
COc1cccc(NC(=O)c2c(C)nn(-c3ccccc3)c2Cl)c1
 : -1, -19%, 29, -1, -3%, 6, 3.8%, 9, 1%
